Screens (PubChem)
SKKanGAS inh = S. pyogenes SKKanGAS growth inhibitors in kanamycin, primary screen, streptokinase expression inhibitor project, SKKanGAS strain, BacTiter-Glo luminescence. 6 h. inhibition, % at 7.5 µM. 300,000 tested, 1.3% active. AID 1662, 2009;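 active = mean replicate score, as percent of positive control median, at least 50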;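 note: strain carries kanamycin resistance gene driven by streptokinase promoter and grows in 40 µg/ml kanamycin; loss of luminescence reflects streptokinase promoter inhibition or plain growth inhibition; 0% = median of DMSO wells and 100% = positive control at its reference dose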
TRPC6 act = mouse TRPC6 channel activators, primary screen, cell-based, HEK293, membrane potential dye; Short transient receptor potential channel 6 (Mus musculus), Q61143; HEK293-TRPC6 membrane potential dye fluorescence; hits give high values; B-score at 10 µM; 310,000 tested, 0.13% active;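 active = B-score of the integrated fluorescence ratio above library mean plus 3 SD, and starting fluorescence ratio within library mean plus 5 SD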;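 note: higher score means more depolarization so channel activation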
TRPC4 inh = inhibitors of mouse TRPC4 channel, primary screen, Fluo4 calcium, HEK293 TRPC4beta/mu-opioid cells | Short transient receptor potential channel 4 (Mus musculus), Q9QUQ5 | DAMGO-evoked Fluo4 calcium flux; hits give low values | B-score at 10 µM | 300,000 tested, 0.39% active | AID 2247, 2010;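 active = B-score over 3 SD under the library average, no early fluorescence shift, positive overall ratio signal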
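Material: HEK293 cells with stable TRPC4beta plus mu-opioid receptor expression; probe or stimulus: DAMGO in two steps, submaximal then maximal; technique: Fluo4 calcium fluorescence by kinetic imaging, 5 s 1 Hz baseline; measure: integrated fluorescence ratio relative to baseline, converted to per-well B score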
aSyn UTR inh = MLPCN primary screen, SNCA 5' untranslated region | alpha-synuclein 5'UTR reporter, inhibitor activity | inhibition, % (tested at 7.5 µM) | 300,000 tested, 0.82% active; in the data active = inhibition above about 60%;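 note: H4 neuroglioblastoma cells stably carrying SNCA 5'UTR luciferase fusion; 0% = DMSO wells and 100% = positive control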
IEC-6 tox = cytotoxicity in IEC-6 intestinal epithelial cells, primary screen, cytotoxicity control for KLF5 inhibitor project, cell-based, luminescence | IEC-6 cytotoxicity, luminescence viability | inhibition, % at 5 µM | 290,000 tested, 0.78% active; in the data active = inhibition above about 22%;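 note: 0% = plate median of test compound wells and 100% = cytotoxic reference compound wells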
HIF activator = HIF pathway transcriptional activators, primary screen, cell-based, U2OS HRE-luciferase, luminescence; U2OS HRE-luciferase reporter; normalized: DMSO 0%, desferrioxamine 100%; activation, % at 7.5 µM (by protocol); 300,000 tested, 0.32% active; AID 1910, 2009;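 active = mean activation of at least 10% of the iron chelator positive control signal, with at least half of replicates also reaching 10%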
MrgX1 antagonist = antagonists of human MrgX1 receptor, primary screen, HEK293 cells, Fluo-4 calcium flux; B-score at 10 µM; Mas-related G-protein coupled receptor member X1 (Homo sapiens), Q96LB2; BAM8-22 antagonism; hits give low values; 310,000 tested, 1.3% active;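 active = calcium-response B-score plate-corrected more than 3 library SD below zero, starting fluorescence within 5 deviations, no agonist response on first addition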;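 note: peak minus trough fluorescence over baseline after final BAM8-22 challenge near maximal dose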
Target sequence (Q96LB2 whole entry, looked up): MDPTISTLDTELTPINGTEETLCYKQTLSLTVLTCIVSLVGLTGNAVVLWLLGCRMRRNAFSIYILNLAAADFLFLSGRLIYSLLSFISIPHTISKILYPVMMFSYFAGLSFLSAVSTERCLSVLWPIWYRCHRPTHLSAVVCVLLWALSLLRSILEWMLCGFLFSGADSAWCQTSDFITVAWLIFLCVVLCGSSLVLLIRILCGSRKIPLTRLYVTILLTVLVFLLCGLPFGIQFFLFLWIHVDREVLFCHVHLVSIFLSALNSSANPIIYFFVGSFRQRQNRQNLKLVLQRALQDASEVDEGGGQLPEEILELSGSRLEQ
TRPC4 agonist = activators of mouse TRPC4 channel, primary screen, Fluo4 calcium, HEK293 TRPC4beta/mu-opioid cells | Short transient receptor potential channel 4 (Mus musculus), Q9QUQ5 | Fluo4 calcium fluorescence; hits give high values | B-score at 10 µM | 310,000 tested, 0.49% active;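 active = B-score above 5 SD of library B-scores, and initial fluorescence ratio not above library mean plus 5 SD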;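 note: positive B-score marks a calcium rise read as TRPC4 activation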
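System: HEK293 cells stably co-expressing mouse TRPC4beta and mu-opioid receptor; Schedule: Fluo4 dye loading 45 min at room temperature, 110 s recording; Detection: Fluo4 fluorescence, kinetic; Evaluation: B-scored integrated calcium fluorescence ratio; Controls: buffer (low) and maximal DAMGO (high).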
KLF5 inhibitor = KLF5 expression inhibitors, primary screen, DLD-1 cells, luminescence; DLD-1 KLF5 promoter-luciferase reporter; inhibition, % at 5 µM; 290,000 tested, 0.23% active; AID 1700, 2009;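 active = inhibition above a per-plate limit of that plate's mean compound inhibition plus 3 SD, cut at about 60% in these data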;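 note: 0% = DMSO wells and 100% = LY294002 at 200 µM; higher means less KLF5 promoter-driven luciferase light; inactives centre near -14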
TRPC4 potent = positive allosteric modulators of TRPC4, primary screen, cell-based, mouse TRPC4beta, HEK293 mu-opioid, Fluo-4 calcium; 310,000 tested, 0.42% active; B-score at 10 µM; DAMGO EC20, Fluo-4 Ca2+ flux; hits give high values;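 active = B-score of calcium response area above 5 SD of library B-scores, with initial fluorescence ratio within 5 SD of library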;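 note: B-score of integrated fluorescence ratio over time as area under calcium response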
TRPC6 inhibitor = mouse TRPC6 channel inhibitors, primary screen, cell-based, HEK293, membrane potential dye; Short transient receptor potential channel 6 (Mus musculus), Q61143; ACh-evoked depolarization; hits give low values; B-score at 10 µM; AID 2553, 2010; 310,000 tested, 1.1% active;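 active = B-score under library mean minus 3 SD, initial fluorescence not abnormally high, positive integrated signal ratio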;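 note: B-score derived from integrated fluorescence ratio over the kinetic read; more negative B-score means stronger inhibition of depolarization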
* hit, by the source's call; i = inactive; . = not tested or not shown. Compounds as they come; any-hit rate near 5.8%.

SMILES	SKKanGAS inh	TRPC6 act	TRPC4 inh	aSyn UTR inh	IEC-6 tox	HIF activator	MrgX1 antagonist	TRPC4 agonist	KLF5 inhibitor	TRPC4 potent	TRPC6 inhibitor
O=S(=O)(c1ccc(Br)cc1)c1cnc2ccccc2n1	6	i	i	-20	-1	-0.4	i	i	-41	i	i
CCCCC(c1nnnn1CC1CCCO1)N1CCN(c2ccccc2)CC1 (stereo unspecified)	5	i	i	-5	5	-0.5	i	i	-25	i	i
CC(C)(C)c1cc(NC(=O)c2c(F)cccc2Cl)n(-c2ccccc2)n1	-4	i	i	5	2	-0.3	i	i	-23	i	i
O=C(NCCCn1ccnc1)C(=O)NCC1OCCCN1S(=O)(=O)c1ccccc1 (stereo unspecified)	1	i	i	42	4	0.3	i	i	-13	i	i
Cc1ccc(-n2c(CSc3nc(C)cc(C)n3)n[nH]c2=S)cc1	5	i	i	-25	4	0.0	i	i	4	i	i
CCOc1ccc(C(=O)NC(Cc2ccccc2)C(=O)OC)cc1 (stereo unspecified)	-5	i	i	-104	-1	2.2	i	i	-10	i	i
CC(=O)Nc1cccc(OCCCNS(=O)(=O)c2ccc(F)cc2)c1	-5	i	i	.	-3	.	i	i	-9	i	i
CCNS(=O)(=O)c1cc(S(C)(=O)=O)ccc1Cl	-5	i	i	6	0	0.0	i	i	-1	i	i
CN(C)c1ccc(Cl)cc1N	-12	i	i	-18	0	0.3	i	i	-19	i	i
CC(C)(C)[C@@H]1C=C(C(=O)N2CCOCC2)O[C@H](OCc2ccc(CO)cc2)C1	-1	i	i	7	1	-6.9	i	i	3	i	i
CCc1ccc(NC(=O)CSc2nc(=O)n(CCCN3CCOCC3)c3c2CCC3)cc1	-4	i	i	0	.	1.3	i	i	.	i	i
Cc1c(Cl)cccc1NC(=O)Nc1cc(C(C)(C)C)on1	14	i	i	8	9	1.4	i	i	0	i	i
CCSc1nnc(N)s1	-5	i	i	3	-1	0.3	i	i	5	i	i
CCc1cccc(NC(=O)C2CCCC2)c1	3	i	i	-44	1	0.1	i	i	-4	i	i
Cc1nc(CSc2nnc3scc(-c4ccccc4)n23)cs1	0	i	i	-4	-2	0.0	i	i	-19	i	i
COc1ccc(/C=C2\CCCC3C2=NN(C(=O)c2scnc2C)C3c2ccc(OC)cc2)cc1 (stereo unspecified)	26	i	i	34	4	0.3	i	i	-1	i	i
CCOc1ccc(NC(=O)Nc2cccc(C)n2)cc1	1	i	i	-143	2	1.9	i	i	-96	i	i
NC(=O)c1ccc(NC(=O)CN2C(=O)NC(c3ccccc3)(c3ccccc3)C2=O)cc1	8	i	i	-13	0	1.3	i	i	-19	i	i
CCCCCn1c(CN2CCCCC2CC)nc2c1c(=O)n(C)c(=O)n2C (stereo unspecified)	-4	i	i	-5	1	0.3	i	i	3	i	i
Cc1cc(NC(=O)c2ccc(Br)c(S(=O)(=O)N3CCCC3)c2)no1	-2	i	i	-19	-4	-0.3	i	i	-4	i	i
Cc1cc2nncn2c2ccccc12	2	i	i	8	-1	-1.0	i	i	-14	i	i
CN(C)c1nc(NCc2ccccc2)nc(N/N=C/c2cccc(Br)c2)n1	-5	i	i	-22	0	0.0	i	i	-3	i	i
C=CCn1c(=NC(=O)C2COc3ccccc3O2)sc2cccc(OC)c21 (stereo unspecified)	7	i	i	-1	1	0.3	i	i	-5	i	i
O=C(c1ccc(S(=O)(=O)N2CCCC2)cc1)N1CCN(c2ccccc2F)CC1	15	i	i	22	2	-0.1	i	i	-14	i	i
O=C(c1ccc(CNS(=O)(=O)c2cccc(Cl)c2)cc1)N1CCCC1	6	i	i	-1	-1	-0.4	i	i	-16	i	i
CSc1ncccc1C(=O)OCC(=O)C(C)(C)C	-7	i	i	-3	1	-0.2	i	i	-74	i	i
Cc1cc(=O)oc2c3c(cc(OCC(=O)Nc4ccc(CCO)cc4)c12)OC(C)(C)CC3	13	i	i	13	-3	-0.2	i	i	10	i	i
CC(C)c1onc(C(=O)NCCc2ccccc2)c1[N+](=O)[O-]	-5	i	i	-19	3	0.4	i	i	-38	i	i
c1csc(-c2csc(-c3cccs3)n2)c1	0	i	i	-104	3	4.1	i	i	-41	i	i
O=C(O/N=C\c1ccc(N2CCOCC2)c([N+](=O)[O-])c1)c1ccccc1Cl	-20	i	i	16	2	-0.2	i	i	-13	i	i
Cc1cc(C)c(NC(=O)CSc2nc(COc3ccccc3)nc3ccccc23)c(C)c1	-13	i	i	5	-2	0.8	i	i	-8	i	i
CCc1nnc(SCc2ccc(OC(C)C)cc2)n1N	0	i	i	5	-1	-0.3	i	i	-14	i	i
COc1ccc(CCNC(=O)c2cc([N+](=O)[O-])ccc2N2CCOCC2)cc1	-2	i	i	-19	.	0.4	i	i	.	i	i
COCCn1c(=S)[nH]c2cc(C(=O)N3CC(C)CC(C)C3)ccc2c1=O (stereo unspecified)	4	i	i	-1	0	0.5	i	i	-29	i	i
CCc1cc(C(=O)OC)c(NC(=O)CC2SC(N)=NC2=O)s1 (stereo unspecified)	-3	i	i	1	-2	-0.2	i	i	-17	i	i
COc1ccc(-c2c(C)nn3c(N)c(-c4ccccc4)cnc23)cc1OC	11	i	i	32	16	-0.8	i	i	-8	i	i

Full records, looked up by structure. Screens in order: SKKanGAS inh, TRPC6 act, TRPC4 inh, aSyn UTR inh, IEC-6 tox, HIF activator, MrgX1 antagonist, TRPC4 agonist, KLF5 inhibitor, TRPC4 potent, TRPC6 inhibitor
c1csc(-c2csc(-c3cccs3)n2)c1 is entered as 0, i, i, -104, 3, 4.1, i, i, -41, i, i
CCNS(=O)(=O)c1cc(S(C)(=O)=O)ccc1Cl is entered as -5, i, i, 6, 0, 0.0, i, i, -1, i, i
Cc1cc2nncn2c2ccccc12 is entered as 2, i, i, 8, -1, -1.0, i, i, -14, i, i

Next part.
SMILES	SKKanGAS inh	TRPC6 act	TRPC4 inh	aSyn UTR inh	IEC-6 tox	HIF activator	MrgX1 antagonist	TRPC4 agonist	KLF5 inhibitor	TRPC4 potent	TRPC6 inhibitor
CCc1cccc(NC(=O)C2CCCN(c3cnccn3)C2)c1 (stereo unspecified)	-3	i	i	-1	9	0.5	i	i	-19	i	i
COc1ccc(CCNS(=O)(=O)c2cn(C)cn2)cc1OC	3	i	i	32	-8	-0.2	i	i	-28	i	i
C[C@H](NC(=O)c1nc[nH]c1C(=O)N[C@@H](Cc1ccccc1)C(=O)OCc1ccccc1)c1ccccc1	30	i	i	0	1	-0.1	i	i	-11	i	i
CC(C)(C)C1CCc2onc(C(=O)Nc3cccc(O)c3)c2C1 (stereo unspecified)	-6	i	i	-92	2	1.7	i	i	-12	i	i
COC(=O)NC1(C(F)(F)F)NC(=O)N(C2CCCCC2)C1=O (stereo unspecified)	-3	i	i	5	2	0.1	i	i	-14	i	i
C=CCc1ccc(OC)c(OC)c1	2	i	i	7	-5	0.2	i	i	-19	i	i
Cc1ccnc(NC(=O)C2CCN(S(=O)(=O)c3ccc4c(c3)CC(C)N4C(=O)C3CCC3)CC2)c1 (stereo unspecified)	0	i	i	11	0	-0.3	i	i	-13	i	i
CN(C)C(CNC(=O)c1ccc(NS(=O)(=O)c2cccc([N+](=O)[O-])c2)cc1)c1ccco1 (stereo unspecified)	22	i	i	-2	-2	-1.0	i	i	-15	i	i
Cc1cc(Br)c2[nH]cc(CCNC(=O)c3ccco3)c2c1	0	i	i	-25	-3	0.2	i	i	-25	i	i
O=C(NC1CCN(S(=O)(=O)c2ccc(Cl)cc2)CC1)c1cccnc1	-2	i	i	4	1	0.0	i	i	-23	i	i
N#Cc1c2c(c(-n3cnc4ccccc43)n3c1nc1ccccc13)CCC2	2	i	i	2	0	0.2	i	i	-4	i	i
Cc1csc(SCC(=O)NCc2cccc(Cl)c2)n1	-10	i	i	-21	9	-0.5	i	i	14	i	i
CC(C)NC(=O)N(O)C1N(Cc2ccc3c(c2)OCO3)C(=S)SC1(C)C (stereo unspecified)	11	i	i	-5	4	-0.4	i	i	-6	i	i
O=C(Cn1cc([N+](=O)[O-])ccc1=O)N1CCCc2ccccc21	0	i	i	3	.	-0.3	i	i	.	i	i
COc1ccccc1C(=O)NC(=S)Nc1ccc(N2CCCC2)cc1	9	i	i	-83	-6	2.9	i	i	0	i	i
CCC(=O)N1CCCc2ccccc21	-1	i	i	8	4	0.6	i	i	-25	i	i
O=[N+]([O-])c1ccc(Sc2ncc3ccccn23)nc1	2	i	i	-27	-1	-0.2	i	i	-10	i	i
COc1ccc(OC)c(N(CC(=O)NCCSc2ccccc2)S(C)(=O)=O)c1	3	i	i	-17	2	-0.4	i	i	-28	i	i
CCCCc1cc2c(c(NC(C)=O)n1)c(=O)oc1ccccc12	0	i	i	-13	-1	-0.5	i	i	-8	i	i
O=C(NCCCN1CCOCC1)c1cc2c([nH]c3ccccc32)c(-c2cccc(Br)c2)n1	18	i	i	-1	-6	0.1	i	i	-18	i	-8.8*
COc1ccc(CCNC(=O)c2ccncc2)cc1OC	-6	i	i	-11	5	-0.4	i	i	14	i	i
O=C(O)/C=C/C(=O)NNC(=O)c1cc(-c2ccccc2)n[nH]1	-2	i	i	-3	6	0.2	i	i	-21	i	i
Cc1ccc(NC(=O)c2cnccn2)c(OC(F)F)c1	-1	i	i	-1	0	-0.1	i	i	17	i	i
CSc1ccccc1C(=O)N(C)Cc1ccccc1	-2	i	i	21	1	-0.1	i	i	1	i	i
COc1ccc(NC(=S)Nc2cc(C)[nH]n2)cc1Cl	-12	i	i	-125	-4	2.1	i	i	-56	i	i
CN1C(=O)c2ccccc2NC(=O)[C@]12O[C@@H]2c1cccc(O)c1	5	i	i	2	.	0.4	i	i	.	i	i
C=CCN1C(=O)C2(c3ccccc31)C1CCCC=C1C(C#N)=C(N)C2(C#N)C#N (stereo unspecified)	-13	i	i	-2	-5	-0.4	i	i	-27	i	i
CC(C)c1ccccc1NC(=O)COC(=O)Cc1cccc(C(F)(F)F)c1	0	i	i	12	2	-1.1	i	i	11	i	i
